CendR NRP1 mod = modulators of CendR peptide binding to human neuropilin-1 | FAM-RPARPAR peptide binding to NRP-1, fluorescence polarization | inhibition, % at 25 µM | 360,000 compounds, 0.85% hits | AID 602438;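 active = inhibition or corrected inhibition above about 18%, plus a signal ratio from 0.5 to 1.5, limit read from the data, passing the limit was not always enough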; note: strong numbers were not always called active
SKN-1 inh = C. elegans SKN-1 inhibition. C. elegans VP596 Pgst-4::GFP/RFP ratio, acrylamide-induced, 24 h. inhibition, % at 21.8 µM. 360,000 compounds, 0.49% hits. AID 624304;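 active = interference check ratio from 0.5 to 1.5 plus GFP to RFP signal ratio inhibition reaching or exceeding a fixed threshold, cut at about 30% in these data, passing the limit was not always enough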; note: some compounds called inactive have numbers as strong as hits
Rin1 Abl inh = inhibitors of human Rin1-Abl protein interaction | inhibition, % at 7.35 µM | 360,000 compounds, 0.4% hits | TR-FRET Rin1/Abl binding, biochemical | P00519+Q13671; in the data active = inhibition above about 5%, passing the limit was not always enough
MLLE-PAM2 inh = blocks PAM2 peptide binding to the PABP1 MLLE domain; P11940; 360,000 compounds, 0.36% hits; inhibition, % at 20 µM; GST-MLLE / FITC-PAM2 fluorescence polarization; in the data active = inhibition above about 35%, passing the limit was not always enough;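 note: plate controls were DMSO wells with GST-MLLE for no effect and wells lacking GST-MLLE protein for full effect; some results filed as inactive read as strong as hits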
FAS-TE inh = FAS thioesterase (human) inhibition; AID 602261; inhibition, % at 15 µM; recombinant FAS-TE, OMFH fluorogenic substrate, fluorescence endpoint; 360,000 compounds, 0.67% hits;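 active = compounds whose normalised, plate-corrected inhibition of enzyme fluorescence in the single-dose primary screen is 50% or more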;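 note: 0% = DMSO with enzyme and 100% = substrate without enzyme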
Target sequence (P49327 whole entry, looked up): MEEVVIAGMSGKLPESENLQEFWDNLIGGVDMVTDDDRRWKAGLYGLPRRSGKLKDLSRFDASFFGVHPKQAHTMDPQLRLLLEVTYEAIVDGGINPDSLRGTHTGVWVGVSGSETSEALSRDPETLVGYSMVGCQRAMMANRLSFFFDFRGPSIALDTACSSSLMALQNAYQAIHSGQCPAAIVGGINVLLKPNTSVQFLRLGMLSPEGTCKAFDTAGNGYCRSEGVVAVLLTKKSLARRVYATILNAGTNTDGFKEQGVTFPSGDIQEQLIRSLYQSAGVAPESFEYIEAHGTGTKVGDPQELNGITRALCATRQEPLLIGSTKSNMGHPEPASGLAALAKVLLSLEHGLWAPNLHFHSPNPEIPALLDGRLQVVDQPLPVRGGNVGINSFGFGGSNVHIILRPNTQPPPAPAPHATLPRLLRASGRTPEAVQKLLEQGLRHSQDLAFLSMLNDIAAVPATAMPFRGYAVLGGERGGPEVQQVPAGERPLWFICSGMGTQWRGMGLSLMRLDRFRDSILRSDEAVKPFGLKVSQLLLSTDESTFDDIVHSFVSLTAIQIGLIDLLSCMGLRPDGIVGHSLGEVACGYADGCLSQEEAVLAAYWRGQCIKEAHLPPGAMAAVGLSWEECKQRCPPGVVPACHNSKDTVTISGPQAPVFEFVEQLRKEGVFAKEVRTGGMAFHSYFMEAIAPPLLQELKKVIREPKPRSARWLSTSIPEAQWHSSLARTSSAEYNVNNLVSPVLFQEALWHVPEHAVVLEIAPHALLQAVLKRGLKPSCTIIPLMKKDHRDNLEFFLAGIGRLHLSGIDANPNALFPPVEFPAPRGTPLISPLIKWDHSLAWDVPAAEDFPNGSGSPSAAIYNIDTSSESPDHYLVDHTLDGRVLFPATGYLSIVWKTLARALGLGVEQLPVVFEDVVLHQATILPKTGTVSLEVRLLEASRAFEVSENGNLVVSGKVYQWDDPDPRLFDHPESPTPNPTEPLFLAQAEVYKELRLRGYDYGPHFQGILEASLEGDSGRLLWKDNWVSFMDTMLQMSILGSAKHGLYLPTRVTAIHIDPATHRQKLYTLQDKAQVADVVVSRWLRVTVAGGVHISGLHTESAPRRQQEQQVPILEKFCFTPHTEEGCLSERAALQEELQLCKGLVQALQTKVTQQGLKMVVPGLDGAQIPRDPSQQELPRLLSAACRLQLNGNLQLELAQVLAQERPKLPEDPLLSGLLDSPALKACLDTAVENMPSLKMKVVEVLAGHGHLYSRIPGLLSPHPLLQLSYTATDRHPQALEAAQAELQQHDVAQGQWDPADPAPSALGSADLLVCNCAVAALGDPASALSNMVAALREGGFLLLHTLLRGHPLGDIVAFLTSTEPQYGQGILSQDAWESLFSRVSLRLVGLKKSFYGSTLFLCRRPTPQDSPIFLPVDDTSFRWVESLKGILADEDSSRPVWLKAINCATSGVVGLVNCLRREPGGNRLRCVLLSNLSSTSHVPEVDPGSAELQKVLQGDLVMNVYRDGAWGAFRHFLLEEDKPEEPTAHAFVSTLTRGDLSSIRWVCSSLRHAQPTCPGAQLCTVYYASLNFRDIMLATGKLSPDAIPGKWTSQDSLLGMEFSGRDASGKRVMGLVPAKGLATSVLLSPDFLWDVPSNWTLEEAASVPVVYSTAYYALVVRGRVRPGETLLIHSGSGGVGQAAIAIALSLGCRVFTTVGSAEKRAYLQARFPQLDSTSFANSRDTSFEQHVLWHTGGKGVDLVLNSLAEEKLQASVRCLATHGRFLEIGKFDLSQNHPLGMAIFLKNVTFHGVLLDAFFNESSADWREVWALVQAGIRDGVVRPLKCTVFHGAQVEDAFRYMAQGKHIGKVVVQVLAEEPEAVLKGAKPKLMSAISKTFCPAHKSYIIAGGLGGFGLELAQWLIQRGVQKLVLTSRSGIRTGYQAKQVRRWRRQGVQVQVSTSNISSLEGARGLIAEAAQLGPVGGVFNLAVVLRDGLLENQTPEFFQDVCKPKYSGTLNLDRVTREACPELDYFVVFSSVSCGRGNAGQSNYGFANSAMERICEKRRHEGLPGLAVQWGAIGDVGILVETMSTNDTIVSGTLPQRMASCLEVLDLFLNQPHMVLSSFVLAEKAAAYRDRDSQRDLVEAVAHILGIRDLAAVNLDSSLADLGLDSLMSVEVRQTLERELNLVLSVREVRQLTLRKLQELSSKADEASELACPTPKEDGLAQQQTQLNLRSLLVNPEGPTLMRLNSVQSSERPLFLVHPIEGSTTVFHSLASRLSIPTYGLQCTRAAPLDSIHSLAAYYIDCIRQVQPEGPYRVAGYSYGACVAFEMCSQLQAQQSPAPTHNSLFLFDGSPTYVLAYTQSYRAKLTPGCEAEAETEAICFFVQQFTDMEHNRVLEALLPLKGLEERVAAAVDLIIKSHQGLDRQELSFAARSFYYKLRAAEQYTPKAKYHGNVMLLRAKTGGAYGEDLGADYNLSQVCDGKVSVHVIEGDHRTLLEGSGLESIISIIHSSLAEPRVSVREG
eLon inh = inhibits E. coli Lon protease; inhibition, % at 7.94 µM; P0A9M0; AID 602123; purified E. coli Lon protease, fluorescence polarization; 360,000 compounds, 0.42% hits; in the data active = inhibition above about 13%, passing the limit was not always enough;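 note: 0% = enzyme with probe and DMSO and 100% = no enzyme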
MsrA act = bovine methionine sulfoxide reductase A activation; purified bovine MsrA, absorbance read-out; activation, % at 10.6 µM; 360,000 compounds, 0.3% hits; AID 602163; in the data active = activation above about 7.5%;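 note: 0% = vehicle and 100% = reference activator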
MT1-MMP act inh = MT1-MMP (human) activation inhibition. P50281. HT1080 RFP-PRO-GFP cells, GFP/RFP ratio fluorescence, overnight; percent of plate control window, DMSO zero. GFP/RFP ratio change, % at 20 µM. 360,000 compounds, 0.061% hits;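 active = GFP/RFP ratio change of at least 30% with cell ATP level not reduced by more than half and red fluorescence within 50% of control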; note: strong numbers were not always called active
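system = RFP-PRO-GFP reporter HT1080 cells | dosing = 20 µM single dose, 1% DMSO | timing = overnight cell settling, then overnight compound exposure, 37 °C, 5% CO2 | read-out basis = GFP/RFP fluorescence ratio | controls = DMSO and RFP-L50D-GFP cell wells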
Neddyl block = blocks human cullin neddylation; P61081+Q13564; TR-FRET cullin neddylation, biochemical; calls only at 25 µM; 360,000 compounds, 0.58% hits; in the data active = inhibition above about 36%
Numbers without * were called inactive. Compounds were not picked by outcome. Share with any hit: about 4%.

Cc1ccc(C(C)C)c(OCC(=O)NN2C(=O)c3ccccc3C2=O)c1 was read as CendR NRP1 mod -6, SKN-1 inh -4, Rin1 Abl inh -2, MLLE-PAM2 inh -9, FAS-TE inh 13, eLon inh 3, MsrA act -3, MT1-MMP act inh 2 and Neddyl block inactive.
For COc1ccc(OC)c(S(=O)(=O)N2CCN(CC(O)COc3ccccc3)CC2)c1 (centres undefined) the results were CendR NRP1 mod -6, SKN-1 inh 10, Rin1 Abl inh 4, MLLE-PAM2 inh -1, FAS-TE inh -4, eLon inh 9, MsrA act -4, MT1-MMP act inh -1 and Neddyl block inactive.
C/C(=N\NC(=O)c1ccncc1)c1cc2ccccc2o1 was read as CendR NRP1 mod -2, SKN-1 inh 9, Rin1 Abl inh -1, MLLE-PAM2 inh 6, FAS-TE inh -8, eLon inh -1, MsrA act -2, MT1-MMP act inh 7 and Neddyl block inactive.
Screening O=C(COC(=O)CCc1c[nH]c(=O)[nH]1)Nc1ccccc1Cl returned CendR NRP1 mod 10, SKN-1 inh 11, Rin1 Abl inh -2, MLLE-PAM2 inh 83, FAS-TE inh -11, eLon inh 26*, MsrA act -11, MT1-MMP act inh -13 and Neddyl block inactive.
For CCOc1ccc(NC(=O)COC(=O)C2COc3ccccc3O2)cc1 (centres undefined) the results were CendR NRP1 mod -1, SKN-1 inh 20, Rin1 Abl inh -4, MLLE-PAM2 inh 8, FAS-TE inh -5, eLon inh 2, MsrA act -4, MT1-MMP act inh 2 and Neddyl block inactive.
Screening O=C(Cn1c(=O)n(Cc2ccc3c(c2)OCO3)c(=O)c2ccccc21)N1CCCc2ccccc21 returned CendR NRP1 mod 2, SKN-1 inh 8, Rin1 Abl inh -2, MLLE-PAM2 inh 4, FAS-TE inh 24, eLon inh -6, MsrA act -11, MT1-MMP act inh -5 and Neddyl block inactive.
`Cc1cc(C(=O)NCc2ccc(S(N)(=O)=O)cc2)cs1` gave CendR NRP1 mod 4, SKN-1 inh -4, Rin1 Abl inh 0, MLLE-PAM2 inh 15, FAS-TE inh -9, eLon inh 2, MsrA act -4, MT1-MMP act inh 0 and Neddyl block inactive.
Screening CCOc1c2ccc(C(=O)NCc3ccco3)cc2nn1CC returned CendR NRP1 mod 6, SKN-1 inh 6, Rin1 Abl inh -2, MLLE-PAM2 inh -3, FAS-TE inh -7, eLon inh 1, MsrA act 4 and MT1-MMP act inh 1.
Screening O=C(C[C@@H]1C/C=C\C[C@H](Cc2ccc(F)cc2)C(=O)OCCNC1=O)N[C@H](CO)Cc1ccccc1 returned CendR NRP1 mod 9, SKN-1 inh -12, Rin1 Abl inh -2, MLLE-PAM2 inh -2, FAS-TE inh -12, eLon inh -7, MsrA act -10, MT1-MMP act inh 2 and Neddyl block inactive.
For Cc1ccc(NCC(=O)N/N=C/c2cccc(Oc3ccccc3)c2)cc1 the results were CendR NRP1 mod 41*, SKN-1 inh -7, Rin1 Abl inh 1, MLLE-PAM2 inh -1, FAS-TE inh 19, eLon inh -5, MsrA act -7, MT1-MMP act inh -3 and Neddyl block inactive.
`CCc1c(C)nc2c(-c3ccccc3)c(C)nn2c1Nc1ccc(NC(C)=O)cc1` gave CendR NRP1 mod 10, SKN-1 inh 9, Rin1 Abl inh -4, MLLE-PAM2 inh 3, FAS-TE inh 26, eLon inh -4, MsrA act -3 and MT1-MMP act inh -2.
Cc1onc(-c2ccccc2)c1C(=O)N1CCc2ccccc21 was read as CendR NRP1 mod 3, SKN-1 inh 1, Rin1 Abl inh 2, MLLE-PAM2 inh -3, FAS-TE inh 1, eLon inh -10, MsrA act -3, MT1-MMP act inh 8 and Neddyl block inactive.
`CC(=O)NCc1cn2c(C)csc2n1` gave CendR NRP1 mod 0, SKN-1 inh -14, Rin1 Abl inh -2, MLLE-PAM2 inh -1, FAS-TE inh -6, eLon inh -13, MsrA act -1, MT1-MMP act inh -1 and Neddyl block inactive.
`O=C(Nc1ccncc1)C1CC(=O)N(Cc2ccccc2)C1` (centres undefined) gave CendR NRP1 mod -1, SKN-1 inh 8, Rin1 Abl inh 1, MLLE-PAM2 inh 3, FAS-TE inh -6, eLon inh 5, MsrA act -1, MT1-MMP act inh 4 and Neddyl block inactive.
`Cc1cc(C)nc(NC(=O)c2c(-c3ccccc3Cl)noc2C)c1` gave CendR NRP1 mod 12, SKN-1 inh 9, Rin1 Abl inh 6, MLLE-PAM2 inh 3, FAS-TE inh 0, eLon inh -3, MsrA act -1, MT1-MMP act inh 3 and Neddyl block inactive.
Screening Cc1cc(C)c(O)c(-c2cc(C(=O)Nc3c(C)n(C)n(-c4ccccc4)c3=O)[nH]n2)c1 returned CendR NRP1 mod 10, SKN-1 inh 4, Rin1 Abl inh -2, MLLE-PAM2 inh 5, FAS-TE inh 2, eLon inh 16, MsrA act -6, MT1-MMP act inh 1 and Neddyl block inactive.
`COc1cccc(CNS(=O)(=O)c2ccc3c(c2)N(C(C)=O)CCO3)c1` gave CendR NRP1 mod 9, SKN-1 inh -6, Rin1 Abl inh 3, MLLE-PAM2 inh 3, FAS-TE inh -3, eLon inh -1, MsrA act 0, MT1-MMP act inh -2 and Neddyl block inactive.
`Cc1ccc(NC(=O)c2ccc(S(=O)(=O)NCc3ccco3)cc2)cc1` gave CendR NRP1 mod 4, SKN-1 inh -7, Rin1 Abl inh 0, MLLE-PAM2 inh 0, FAS-TE inh 2, eLon inh 7, MsrA act -8, MT1-MMP act inh 0 and Neddyl block inactive.
Screening CC(=O)N1c2ccc(S(=O)(=O)NCCC(=O)NCCc3ccc(C)cc3)cc2CC1C (centres undefined) returned CendR NRP1 mod 5, SKN-1 inh 12, Rin1 Abl inh 0, MLLE-PAM2 inh 7, FAS-TE inh -4, eLon inh 0, MsrA act -6, MT1-MMP act inh 3 and Neddyl block inactive.
Screening Cc1ccc(NC(=O)c2ccc3c(=O)n4c(nc3c2)CCCCC4)cc1F returned CendR NRP1 mod 5, SKN-1 inh -1, Rin1 Abl inh 1, MLLE-PAM2 inh 4, FAS-TE inh 11, eLon inh -2, MsrA act 2, MT1-MMP act inh 1 and Neddyl block inactive.
`Clc1nc(Nc2ccccc2)nc(Nc2ccccc2)n1` gave CendR NRP1 mod 15, SKN-1 inh 21, Rin1 Abl inh 0, MLLE-PAM2 inh -4, FAS-TE inh 19, eLon inh 2, MsrA act -7, MT1-MMP act inh 8 and Neddyl block inactive.
Screening Cc1ccccc1OCC(=O)NCCS(=O)(=O)N1CCN(c2ccc(F)cc2)CC1 returned CendR NRP1 mod 16, SKN-1 inh -5, Rin1 Abl inh 4, MLLE-PAM2 inh 8, FAS-TE inh 9, eLon inh 0, MsrA act -3, MT1-MMP act inh -1 and Neddyl block inactive.
COc1ccccc1NC(=O)Cc1csc(N)n1 was read as CendR NRP1 mod 4, SKN-1 inh 13, Rin1 Abl inh -1, MLLE-PAM2 inh -10, FAS-TE inh -8, eLon inh -2, MsrA act -1, MT1-MMP act inh 0 and Neddyl block inactive.
For COCCn1c(C)c(C)c(S(=O)(=O)c2ccccc2)c1N the results were CendR NRP1 mod -29, SKN-1 inh 62, Rin1 Abl inh -3, MLLE-PAM2 inh 16, FAS-TE inh -7, eLon inh 8, MsrA act -3, MT1-MMP act inh 11 and Neddyl block inactive.
Screening Cc1cc(NC(=O)c2cc(-c3ccc(C)s3)nc3ccccc23)no1 returned CendR NRP1 mod -12, SKN-1 inh -33, Rin1 Abl inh 1, MLLE-PAM2 inh 11, FAS-TE inh 9, eLon inh -6, MsrA act -10 and MT1-MMP act inh -2.
Cc1oc(C(=O)O)cc1COc1ccc2c3c(c(=O)oc2c1C)CCC3 was read as CendR NRP1 mod -18, SKN-1 inh -10, Rin1 Abl inh 0, MLLE-PAM2 inh 3, FAS-TE inh -11, eLon inh -2, MsrA act -15 and MT1-MMP act inh 2.
Screening COc1ccc(C2CC(=O)Oc3cc(O)ccc32)cc1 (centres undefined) returned CendR NRP1 mod 6, SKN-1 inh 14, Rin1 Abl inh -3, MLLE-PAM2 inh -5, FAS-TE inh -7, eLon inh -15, MsrA act -6, MT1-MMP act inh 0 and Neddyl block inactive.
Cc1cc(NC(=O)CSc2nc(=O)cc(N)n2-c2ccc(Cl)cc2)no1 was read as CendR NRP1 mod 0, SKN-1 inh -3, Rin1 Abl inh -3, MLLE-PAM2 inh 6, FAS-TE inh -2, eLon inh 0, MsrA act -2, MT1-MMP act inh 0 and Neddyl block inactive.
CCc1ccc(S(=O)(=O)Nc2ccccn2)cc1 was read as CendR NRP1 mod 6, SKN-1 inh 3, Rin1 Abl inh -2, MLLE-PAM2 inh 4, FAS-TE inh -3, eLon inh -1, MsrA act -2, MT1-MMP act inh -2 and Neddyl block inactive.
For Clc1ccc2nc(C3CCN(Cc4nnnn4C4CCCCC4)CC3)[nH]c2c1 the results were CendR NRP1 mod 4, SKN-1 inh -31, Rin1 Abl inh 4, MLLE-PAM2 inh -4, FAS-TE inh 1, eLon inh -11, MsrA act -10, MT1-MMP act inh 3 and Neddyl block inactive.

Three compounds out of the list, ordered by count of non-hydrogen atoms, smallest number first:
`Clc1nc(Nc2ccccc2)nc(Nc2ccccc2)n1` gave CendR NRP1 mod 15, SKN-1 inh 21, Rin1 Abl inh 0, MLLE-PAM2 inh -4, FAS-TE inh 19, eLon inh 2, MsrA act -7, MT1-MMP act inh 8 and Neddyl block inactive.
For Clc1ccc2nc(C3CCN(Cc4nnnn4C4CCCCC4)CC3)[nH]c2c1 the results were CendR NRP1 mod 4, SKN-1 inh -31, Rin1 Abl inh 4, MLLE-PAM2 inh -4, FAS-TE inh 1, eLon inh -11, MsrA act -10, MT1-MMP act inh 3 and Neddyl block inactive.
Screening Cc1ccccc1OCC(=O)NCCS(=O)(=O)N1CCN(c2ccc(F)cc2)CC1 returned CendR NRP1 mod 16, SKN-1 inh -5, Rin1 Abl inh 4, MLLE-PAM2 inh 8, FAS-TE inh 9, eLon inh 0, MsrA act -3, MT1-MMP act inh -1 and Neddyl block inactive.

Going on with the list.
CC(C)c1ccccc1NS(=O)(=O)N(C)C was read as CendR NRP1 mod -1, SKN-1 inh 6, Rin1 Abl inh 0, MLLE-PAM2 inh 22, FAS-TE inh -1, eLon inh 6, MsrA act -2, MT1-MMP act inh -2 and Neddyl block inactive.
COC(=O)c1ccc(NC(=O)C2C3CCC(C3)C2C(=O)O)cc1 (centres undefined) was read as CendR NRP1 mod 3, SKN-1 inh -17, Rin1 Abl inh 1, MLLE-PAM2 inh 8, FAS-TE inh 0, eLon inh -9, MsrA act -8, MT1-MMP act inh 2 and Neddyl block inactive.
Cc1cccc(NC(=O)CCC(=O)NCCO)c1 was read as CendR NRP1 mod -3, SKN-1 inh -8, Rin1 Abl inh 5, MLLE-PAM2 inh 6, FAS-TE inh -9, eLon inh -5, MsrA act -4, MT1-MMP act inh 1 and Neddyl block inactive.
For COc1cc(C(C)=O)ccc1Oc1cc(NN2CCCCC2)c([N+](=O)[O-])cc1[N+](=O)[O-] the results were CendR NRP1 mod -12, SKN-1 inh 22, Rin1 Abl inh -2, MLLE-PAM2 inh -3, FAS-TE inh 28, eLon inh 7, MsrA act -2, MT1-MMP act inh -3 and Neddyl block inactive.
Screening CCOc1ccc(S(=O)(=O)N2CCCC(C(=O)N3CCOCC3)C2)cc1 (centres undefined) returned CendR NRP1 mod 8, SKN-1 inh -12, Rin1 Abl inh -3, MLLE-PAM2 inh 13, FAS-TE inh -3, eLon inh 10, MsrA act -2, MT1-MMP act inh 0 and Neddyl block inactive.
For COc1cccc(NC(=O)C2CCN(S(C)(=O)=O)CC2)c1 the results were CendR NRP1 mod -2, SKN-1 inh 9, Rin1 Abl inh 6, MLLE-PAM2 inh 14, FAS-TE inh -6, eLon inh -3, MsrA act -2, MT1-MMP act inh 2 and Neddyl block inactive.

Screening data: PubChem, several laboratories
